Screening results (PubChem)
IP6K1 inh – blocks human inositol hexakisphosphate kinase 1; 0.81% of 140,000 active; activity change, % (series mostly up to about 58 µM); IP6K1 kinase, ADP-Glo luminescence, 2 h; stronger effect = lower value; AID 1645851; Q92551; in the data active = activity change below about -25%
Target sequence (Q92551 whole entry, looked up): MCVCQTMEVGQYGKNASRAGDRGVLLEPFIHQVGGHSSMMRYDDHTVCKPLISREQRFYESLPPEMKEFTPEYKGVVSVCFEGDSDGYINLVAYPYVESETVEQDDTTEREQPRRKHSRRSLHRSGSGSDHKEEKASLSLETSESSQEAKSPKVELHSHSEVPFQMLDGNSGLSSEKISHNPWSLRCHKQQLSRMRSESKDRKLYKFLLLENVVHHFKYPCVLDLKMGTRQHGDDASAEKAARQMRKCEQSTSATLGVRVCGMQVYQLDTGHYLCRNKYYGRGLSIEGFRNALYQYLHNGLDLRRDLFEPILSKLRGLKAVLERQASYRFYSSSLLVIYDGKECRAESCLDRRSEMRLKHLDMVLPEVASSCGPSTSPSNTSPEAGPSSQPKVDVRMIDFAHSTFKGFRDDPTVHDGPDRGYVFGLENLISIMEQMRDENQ
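ADP-Glo luminescence measures ADP made by human IP6K1 during a 2 h RT reaction with ATP/IP6 (mix at 1.3 mM/130 uM); top library doses 57.5 and 19.1 uM final.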
GPT2 inh – GPT2 alanine aminotransferase inhibition | Q8TD30 | Recombinant GPT2, coupled pyruvate oxidase/HRP Amplex Red fluorescence | Potency, µM (doses to about 57.7 µM), inactives show at the highest dose activity change, negative = inhibition, most hits filed as inhibitors | 0.25% of 100,000 active | AID 1671188; also: potency is read from the fitted curve at half-maximal effect; nearly all actives have a fitted effect of over 60% in size; many of its hits are not listed in these tables
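GPT2 10ng/uL, a-KG 250uM, L-Ala 2mM, HEPES pH7.5 + 0.0001% Tween; 30 min RT. Then Amplex mix (PO/HRP/ThPP), 30 min RT dark, fluorescence. AOA 50uM used as positive control.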
HEK293 tox – HEK 293 cell cytotoxicity. HEK 293 viability, ATP luminescence (CellTiter-Glo), 48-72 h. Potency, µM (titrated, usually from 115 µM), inactives show at the highest dose activity change, negative = cytotoxicity, hits mostly inhibitors. 6.6% of 94,000 active; also: potency is read from the fitted curve at half-maximal effect; nearly all actives have a fitted effect of over 60% in size
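Read-out: CellTiter-Glo ATP luminescence. Cells: HEK 293, 250 cells/well. Exposure: 48 or 72 hr, 37 degree Celsius.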
FLuc inh – inhibitors of firefly (Photinus pyralis) luciferase. AID 1347043. purified P. pyralis luciferase, luminescence, biochemical. P08659. Potency, µM (titrated, usually from 115 µM), inactives show at the top dose activity change, negative = inhibition, actives largely listed as inhibitors. 2.5% of 76,000 active; also: potency is read from the fitted curve at half-maximal effect; nearly all actives have a fitted effect of over 65% in size
Target sequence (P08659 whole entry, looked up): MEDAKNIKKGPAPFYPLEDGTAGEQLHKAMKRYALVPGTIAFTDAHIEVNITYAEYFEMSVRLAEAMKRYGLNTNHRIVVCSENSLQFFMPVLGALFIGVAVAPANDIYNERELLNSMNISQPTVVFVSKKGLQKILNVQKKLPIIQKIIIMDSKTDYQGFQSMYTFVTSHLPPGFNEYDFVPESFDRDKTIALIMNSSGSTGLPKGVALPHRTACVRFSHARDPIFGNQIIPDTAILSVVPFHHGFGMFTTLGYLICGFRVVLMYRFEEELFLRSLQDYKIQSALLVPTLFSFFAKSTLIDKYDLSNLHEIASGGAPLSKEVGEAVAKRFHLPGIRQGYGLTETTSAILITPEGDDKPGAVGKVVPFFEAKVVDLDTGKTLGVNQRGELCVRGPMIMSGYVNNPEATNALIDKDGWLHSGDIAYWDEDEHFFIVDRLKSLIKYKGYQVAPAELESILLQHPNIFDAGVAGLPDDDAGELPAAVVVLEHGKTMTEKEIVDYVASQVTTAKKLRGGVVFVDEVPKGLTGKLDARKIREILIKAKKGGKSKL
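FLuc 10nM, D-luciferin 10uM, ATP 10uM, Mg acetate 10mM, Tris acetate pH 7.5, Tween/BSA; cpd qHTS; enzyme added last; CCD luminescence.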
3T3 cytotox – cytotoxic compounds in NIH 3T3 cells. NIH 3T3 viability, CellTiter-Glo ATP luminescence, 48-72 h. Potency, µM (titrated, usually from 96.7 µM), for inactives: at the top dose activity change, negative = cytotoxicity, most hits filed as inhibitors. 4.3% of 94,000 active. AID 1345082; also: potency is read from the fitted curve at half-maximal effect; nearly all actives have a fitted effect of over 55% in size
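ATP-dependent luminescence (CellTiter-Glo) served as the viability signal for NIH 3T3 cells treated with compound for 48 or 72 hr at 37 °C.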
HEK293 viab – counter-screen for SNCA expression inhibitors: cell viability; HEK-293-SNCA-luc viability, GF-AFC fluorescence, 24 h; Potency, µM (titrated, usually from 57.1 µM), without a hit: top-dose activity change, negative = cytotoxicity, hits mostly cytotoxic; 0.12% of 150,000 active;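 also: potency is read from the fitted curve at half-maximal effect; 0% = DMSO-treated cells and -100% = medium-only wells without cells; nearly all actives have a fitted effect of over 30% in size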
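Cytotoxicity counterscreen: after 24 h compound treatment of genome-edited SNCA-luciferase HEK-293 cells, live-cell protease substrate GF-AFC read by fluorescence after 30 min; activity scaled between DMSO (0%) and medium-only (-100%), curves Hill-fitted.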
SNCA expr inhib – SNCA gene expression inhibition. Potency, µM (top dose mostly 57.2 µM), inactives show at the top dose activity change, negative = inhibition, hits mostly inhibitors. 0.17% of 140,000 active. HEK-293 SNCA-luciferase knock-in, luminescence, 24 h;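 also: potency is read from the fitted curve at half-maximal effect; plate controls were DMSO cells for no effect and cell-free wells for full effect; nearly all actives have a fitted effect of over 45% in size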
Active calls of the source: *; i = inactive; ? = inconclusive; nt = not tested or not shown; [ ] = another dose, or the depositor's remark. Unless noted, calls follow the shape of the dose curve; as a rule, active = well fitted curve in the direction sought with a large enough effect; inconclusive = small, poorly fitted or top-dose-only effect, or another doubt; inactive = no such curve, though single readings can be large; an effect the other way counts as inactive or inconclusive. Unless noted, % is scaled to controls: 0 for no effect and ±100 for the full control effect.

The line under a structure holds: IP6K1 inh, GPT2 inh, HEK293 tox, FLuc inh, 3T3 cytotox, HEK293 viab, SNCA expr inhib
O=C(NC1CCN(CCn2nc3n(c2=O)CCCC3)C1)c1ccccc1 (configuration not stated)
    0, nt, -1%, nt, -10%, nt, nt
OC1(c2csc(CN3CCOCC3)n2)CCN(C2COC2)CC1
    9, i, 1%[172 µM], -1%[172 µM], i, 6%[87.6 µM], 14%[87.6 µM]
O=C(NCc1ccc(F)cc1)C1CCCCN1Cc1ccc(-c2ccsc2)cc1 (configuration not stated)
    -7, ?, 40µM*, nt, ?, -12%, -10%
O=C(Nc1ccc(F)cc1)C1CCN(c2nc3ccccc3n3cccc23)CC1
    -2, nt, nt, nt, nt, -5%, 4%
COc1ccc(-c2cc(N3CCC(NC(=O)Cc4ccc(Cl)cc4)CC3)n[nH]2)cc1
    17, -14%, ?, 0%, ?, -14%, 2%
O=C(c1ccc(CN2C(=O)NC3(CCS(=O)(=O)CC3)C2=O)cc1)N1CCCC1
    2, -9%, 14%, -2%, 1%, -1%, -19%
COc1ccc([C@H]2C[C@@H](O)[C@@H](O)[C@@H]2N2CCCCC2)cc1
    -5, 1%[88.5 µM], -5%[230 µM], -2%[230 µM], i, 5%[87.6 µM], 25%[87.6 µM]
Cc1ccc(CCNC(=O)c2nn(C)c3c2CSc2ccccc2-3)cc1
    -29*, nt, nt, nt, nt, 8%, 10%
COc1ccc(-c2onc(C)c2C(=O)NCc2cccc(Cl)c2)cc1
    11, ?, -19%, -11%, ?, 4%, -9%
CCn1c(=O)c2cc(C(=O)NCCc3cccc(C)c3)sc2c2ccccc21
    7, nt, nt, nt, nt, 22%, 17%
Cc1cc(-c2nc(CC(C)C)nn2-c2ccccn2)cc(S(N)(=O)=O)c1C
    3, -21%, -14%, 1%, -4%, -18%, -4%
Cc1ccc(CNc2oc(-c3ccc(COc4ccc(Cl)cc4)o3)nc2C#N)cc1
    -30*, nt, nt, nt, nt, 4%, -17%
COc1c(C)cccc1C(=O)Nc1ccc(Cl)c(-c2nc3cc(C)ccc3o2)c1
    -8, nt, nt, nt, nt, 5%, 35%[activator]
COc1ccc(NC(=O)Cc2c[nH]c3ncc(-c4ccccc4)cc23)cn1
    -15, -8%[88.5 µM], ?, 7%[172 µM], -27%[138 µM], -19%[87.6 µM], 0%[87.6 µM]
Cc1ccc(C(=O)Nc2ccc3c(c2)N(C)C(=O)c2ccccc2S3)cc1
    -1, nt, nt, nt, nt, -11%, -20%
Cc1cccc(=O)n1CCC(=O)N1Cc2[nH]cnc2CC1C(=O)O (configuration not stated)
    -11, -5%, 5%, 10%, i, -1%, 2%
O=C1CCC(=O)N(O)CCCCCNC(=O)CCC(=O)N(O)CCOCCNC(=O)CCC(=O)N(O)CCCCCN1
    5, 4%[17.1 µM], nt, nt, nt, -9%[23.9 µM], nt
O=C(NC1CCN(c2cc(-c3cccs3)[nH]n2)CC1)c1cc(F)ccc1Cl
    21, -9%, ?, -2%, ?, -2%, 2%
CC(C)Oc1ccc(C(=O)N(Cc2ccco2)Cc2cccs2)cc1
    9, nt, nt, nt, nt, 15%, -14%
CN(C)c1cccc(NC(=O)C2=NO[C@@H]3CN(Cc4ccc(F)cc4)C[C@H]23)c1
    -12, i, ?, 2%[172 µM], ?, 9%[87.6 µM], -7%[87.6 µM]
Fc1ccc(-c2cnc3n2C[C@H](CNCc2ccccc2Cl)OC3)cc1
    -3, i, 79µM*, 9%[172 µM], ?, -8%[87.6 µM], -2%[87.6 µM]
CN(Cc1ccc(Cl)cc1)Cc1ccccc1C(F)(F)F
    1, ?, -19%[172 µM], -12%[172 µM], -12%[138 µM], 7%[87.6 µM], 8%[87.6 µM]
Cn1cccc1C(=O)N1CCc2nc3cc[nH]n3c(=O)c2C1
    11, i, 3%, 15%, i, 15%, -3%
COCCN1CCC(C(=O)N2CCn3nc(Cc4ccccc4)cc3C2)C1 (configuration not stated)
    -4, 0%, ?, 0%, 0%, 8%, 9%
COc1ccc(S(=O)(=O)N2CCC(OCCOc3ccccc3)CC2)cc1
    2, -2%, ?, nt, ?, -14%, ?
COC(=O)c1ccc(NC(=O)C(=O)NCC(c2cccnc2)N2CCN(c3ccccc3)CC2)cc1 (configuration not stated)
    2, nt, nt, nt, nt, 14%, -12%
CNC(=O)[C@@H]1C[C@H](Oc2ccccc2)CN1C(=O)c1cccnc1
    1, ?, -11%, -15%, -12%, 11%, -10%
Cc1ccc(-c2cc3c(n2-c2ccccc2F)CC(C)(C)CC3=O)cc1
    -9, nt, nt, nt, nt, ?, 21%
CCCNC(=O)C1COC2(CCN(C(=O)c3ccc(Cl)cc3)CC2)N1C(=O)c1cccc(OC)c1 (configuration not stated)
    4, -16%, 0%, 0%, -16%, 0%, 10%
CC(C)OCCCNC(=O)C1CCN(Cc2ccccc2-c2ccccc2F)CC1
    8, nt, ?, nt, ?, nt, nt
Cc1cccc(-n2c(=O)c3c(cc(C)n3C)n(CC(=O)N(C)c3ccccc3)c2=O)c1
    2, i, -2%, 1%, 2%, -25%, 0%
CN1CCN(C2CCOC3(CCN(C(=O)c4cccc5[nH]ccc45)CC3)C2)CC1 (configuration not stated)
    -4, 0%, -10%, 0%, -17%, 1%, 4%
C=CCO[C@@H]1CCN2C(=O)c3cc(-c4ccc(F)cc4F)ccc3NC(=O)[C@H]12
    -5, 1%[88.5 µM], 112µM*, -16%[172 µM], -13%[174 µM], -6%[87.6 µM], -5%[87.6 µM]
COc1cccc(-c2ccc(C(=O)NCCNC(=O)c3c(C)noc3C)cc2)c1
    4, nt, ?, nt, ?, nt, nt
COC[C@@H]1CN(C(=O)Cc2cccc(C)c2)C[C@H]1c1nc(C)no1
    -10, -1%, -5%, -2%, -10%, 0%, -8%
CC1(C)NC(=O)N(c2ccc([N+](=O)[O-])c(C(F)(F)F)c2)C1=O
    -4, ?, nt, nt, nt, -8%, -16%
CCOCC(=O)N1CCCC(c2[nH]ccc2C(=O)NC)C1 (configuration not stated)
    -1, -6%, 1%, 4%, i, -6%[12.5 µM], ?
Cc1c(C(=O)Nc2ccccc2Cl)oc2ccc(S(=O)(=O)N3CCCCC3)cc12
    12, nt, nt, nt, nt, 2%, 28%
CCc1ccc(NC(=O)Cn2nnc(C(=O)NCc3ccco3)c2N)cc1
    3, nt, nt, nt, nt, 3%, -1%
Cc1ccc(-c2cc3c(=O)n(CCNC(=O)Cc4c[nH]c5ccccc45)ccn3n2)cc1C
    -5, -8%, ?, 1%, -17%, -16%, -4%
CCN1CCN(C(=O)c2cc(-c3cc(Cl)cc(Cl)c3)c3nncn3n2)CC1
    -8, i, -7%, nt, ?, -8%, 11%
COCCNC(=O)CC(c1ccc(OC)c(OC)c1)c1c[nH]c2ccccc12 (configuration not stated)
    -6, -12%, -10%, -4%, i, 5%, 11%
COc1ccc(NC(=O)N2CCC3(CC2)SCC(=O)N3Cc2ccco2)c(OC)c1
    -8, ?, -1%, -2%, -21%, -4%, -3%
CC(C)Oc1ccc2c(NC(=O)c3cocn3)nn(CC(F)(F)F)c2c1
    9, -1%[11.5 µM], -2%, 1%, -2%, -6%, -10%
Fc1ccc(-c2cc3c(cn2)CN(Cc2ccncc2)CCN3)cc1Cl
    0, -10%[88.5 µM], 56µM*, 1.8µM*, ?, -15%[87.6 µM], ?
CNC(=O)c1cc(C2CC2)nc2onc(C3CCN(C(=O)c4ccc(C)cc4)CC3)c12
    1, nt, 4%, nt, -20%, nt, nt
CC(C)(C)n1ccc(C(=O)N2CCN(CC3CC3)[C@@H]3CS(=O)(=O)C[C@@H]32)c1
    35, -18%, -24%, 0%, -8%, 6%, 4%
COc1ccc(C2(C(=O)N(C)Cc3ccc(OC(F)(F)F)cc3)CCOCC2)cc1
    0, -7%, 50µM*, nt, ?, -1%, -3%
Cn1cc(C(=O)N2CCCN(S(=O)(=O)c3ccccc3)CCC(=O)NCC2)cn1
    0, -2%, -2%, 0%, -15%, -14%, 8%
COC(=O)CSc1nnc(-c2cccc(O)c2)o1
    17, nt, nt, nt, nt, -2%, -3%
COc1cccc(CN2CCOC[C@H](Oc3ccc(C(F)(F)F)cc3)C2)c1
    -3, i, ?, 11%[172 µM], ?, 9%[87.6 µM], 5%[87.6 µM]
CC(C)CCNC(=O)c1nn(C)c2c1CSc1ccccc1-2
    -3, nt, nt, nt, nt, 19%, 25%
COc1ccc(-c2noc(CC3CCN(C(=O)c4cc(OC)c(OC)c(OC)c4)CC3)n2)cc1
    -7, 3%, ?, -8%, 13µM*, 1%, -12%
Cc1nc(C2CC23CCN(S(=O)(=O)c2cccnc2)CC3)no1 (configuration not stated)
    4, -7%, 4%, nt, -8%, 5%, -7%
N#Cc1cccc(-c2ccnc(N[C@H]3CO[C@H]4[C@@H]3OC[C@@H]4NC(=O)c3cccs3)n2)c1
    3, -3%[88.5 µM], -12%[172 µM], 1%[172 µM], -10%[174 µM], -1%[87.6 µM], -7%[87.6 µM]
COc1cccc(-c2ccc(CN3CCCC(N[S+](=O)([O-])c4ccc(C)cc4)C3)cc2)c1 (configuration not stated)
    -9, -9%, 28µM*, nt, ?, ?, -11%
Cc1ccc(F)cc1-c1cn(C)c(=O)n2cc(COc3ccccc3)nc12
    -13, -6%[88.5 µM], ?, 1%[172 µM], ?, 2%[87.6 µM], 13%[87.6 µM]
CC(=O)N1CCc2c(sc3c2c(=O)n(-c2ccccc2)c(=O)n3CC(=O)c2ccccc2)C1
    5, nt, nt, nt, nt, 1%, -14%
FC(F)(F)c1ccc(N2C3CCC2CN(Cc2cccc(-c4cccs4)c2)C3)cc1
    1, 1%, -16%, nt, ?, 1%, -1%
C=CCN1C[C@H](COCc2ccccc2)Oc2ccncc2[S+]1(=O)[O-]
    1, i, ?, nt, ?, -4%[23.9 µM], ?

(more compounds)
The line under a structure holds: IP6K1 inh, GPT2 inh, HEK293 tox, FLuc inh, 3T3 cytotox, HEK293 viab, SNCA expr inhib
C[C@@H](N)C(=O)N1CCC2(CC1)CC(=O)N(Cc1cc(F)cc(F)c1)C2
    10, i[11.5 µM], 4%, 9%, i, 7%, -3%
COc1cc(Cl)c(NC(=O)CCS(=O)(=O)c2cc3c(cc2Cl)NC(=O)CO3)c(OC)c1
    28, nt, nt, nt, nt, -18%, 12%
Cc1cc(OCC(=O)c2ccc3c(c2)N(CC(=O)NCC2CCCO2)C(=O)CO3)ccc1C(C)C (configuration not stated)
    11, -5%, ?, -26%, ?, -19%, 0%
O=C1OCCC1CCC(=O)N1CCc2c(nc(-c3ccccc3)[nH]c2=O)C1 (configuration not stated)
    8, -9%, -18%, 1%, -6%, -18%, 8%
O=C(NC1CCCCCC1)c1nc2sccn2c1-c1ccc(C(F)(F)F)cc1
    13, i, 40µM*, nt, 25µM*, -19%, ?
COc1ccc(NC(=O)CCC2CCCN(C(=O)c3ccccc3SC)C2)cc1Cl (configuration not stated)
    28, -13%, ?, ?, ?, -22%, -5%

Hits appear at their usual frequency; any-hit rate near 7.7%.
